# hiPSC survival = hiPSC single-cell survival enhancement; 360,000 tested, 0.044% active; ATPlite luminescence; 100% = ROCK inhibitor wells, 0% = DMSO; survival enhancement, % at 20 µM; AID 602274; in the data active = survival enhancement above about 18%;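 note: cells exposed to compounds for 16 hours before the ATP read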
# m5-HT2A agonist = agonists of mouse serotonin 5-HT2A receptor (HTR2A). P35363. CHO-K1 mHTR2A beta-arrestin complementation, luminescence; percent of 30 µM serotonin response. activation, % at 7.6 µM. 360,000 tested, 0.66% active. AID 624169;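 active = activation above a run cutoff, the mean activation of all tested compounds plus 3 SD, cut at about 14% in these data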;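 note: 0% = plate median of compound wells and 100% = 30 µM serotonin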
# HIF-2a block = blocks HIF-2a reporter activity; 360,000 tested, 0.72% active; 786-0 RCC cells HIF-2a reporter, luciferase luminescence, overnight; inhibition, % at 18.8 µM; AID 624352;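 active = inhibition of the luminescence signal of 40% or more relative to plate controls, in a single-dose primary screen at 18.75 µM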
# Shn3 3UTR inh = reduces Shn3 3'UTR luciferase signal in osteoblasts; Clone20 osteoblast Shn3 3'UTR firefly luciferase, 24 h; inhibition, % at 12.5 µM; 360,000 tested, 0.52% active; AID 588674;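 active = mean inhibition of at least 75% with every replicate also reaching 75%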;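 note: 0% = median of neutral control wells and 100% = pilot-screen positive control compound; some compounds past the cut are filed as inactive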
# Peg3 promoter = reduces Peg3 promoter-driven luciferase expression in HeLa. HeLa PEG-Prom luciferase reporter, luminescence, overnight. AID 588405. 360,000 tested, 1.7% active. inhibition, % at 20 µM;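 active = inhibition of at least 50% at 20 µM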
# PDI turbidity = PDI (human) enzyme inhibition; AID 588391; 350,000 tested, 0.052% active; PDI insulin aggregation turbidity, A650, 90 min; P07237; inhibition, % at 10 µM;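 active = mean inhibition across replicates of 30% or more, whatever share of single replicates reach that level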;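 note: absorbance from insulin aggregation driven by PDI reduction with DTT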
# Target sequence (P07237 whole entry, looked up): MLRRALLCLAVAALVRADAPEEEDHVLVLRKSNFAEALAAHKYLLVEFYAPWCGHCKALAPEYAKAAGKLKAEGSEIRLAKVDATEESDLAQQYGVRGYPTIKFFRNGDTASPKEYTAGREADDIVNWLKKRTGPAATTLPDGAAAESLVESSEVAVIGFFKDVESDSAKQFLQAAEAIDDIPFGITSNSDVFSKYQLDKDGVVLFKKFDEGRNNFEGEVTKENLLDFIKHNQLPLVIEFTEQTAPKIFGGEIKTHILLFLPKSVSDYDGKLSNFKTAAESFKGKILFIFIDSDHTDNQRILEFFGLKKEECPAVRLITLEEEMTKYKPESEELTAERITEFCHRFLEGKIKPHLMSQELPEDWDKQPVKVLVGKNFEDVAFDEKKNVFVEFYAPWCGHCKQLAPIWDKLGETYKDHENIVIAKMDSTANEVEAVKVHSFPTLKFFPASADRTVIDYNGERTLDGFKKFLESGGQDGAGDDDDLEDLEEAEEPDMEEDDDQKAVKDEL
# NR2E3 ag-1 = NR2E3 (human) agonism; Q9Y5X4; GST-NR2E3/biotin-RetCOR TR-FRET, 1536-well; inhibition of corepressor binding, % at 4.78 µM; 320,000 tested, 0.12% active; AID 2300;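 active = percent inhibition above the cutoff of mean plus 3 SD of all tested compounds, set per screening campaign, cut at about 20% in these data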;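 note: 0% = DMSO wells and 100% = biotin wells as full block of FRET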
# Target sequence (Q9Y5X4 whole entry, looked up): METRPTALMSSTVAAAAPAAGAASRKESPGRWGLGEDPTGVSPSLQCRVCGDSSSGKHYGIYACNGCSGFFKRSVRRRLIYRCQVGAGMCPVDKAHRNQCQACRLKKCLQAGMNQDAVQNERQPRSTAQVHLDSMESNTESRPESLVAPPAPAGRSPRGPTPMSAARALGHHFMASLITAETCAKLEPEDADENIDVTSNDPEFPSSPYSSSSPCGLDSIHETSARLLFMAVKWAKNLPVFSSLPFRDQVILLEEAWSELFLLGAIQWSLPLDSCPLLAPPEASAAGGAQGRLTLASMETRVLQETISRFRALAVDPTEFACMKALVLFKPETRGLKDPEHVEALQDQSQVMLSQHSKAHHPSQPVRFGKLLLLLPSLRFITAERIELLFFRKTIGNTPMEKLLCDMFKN
#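 Material – GST-tagged NR2E3 plus biotinylated RetCOR corepressor · Quantity – NR2E3 fusion 1.35 nM · Times – 5 h incubation at 4 °C · Medium – pH 7.5 Tris-based buffer · Technique – TR-FRET, Eu(K)-anti-GST donor, streptavidin-D2 acceptor, ex 340, em 617/671 nm · Benchmarks – high control biotin, low control 0.6% DMSO · Format – 1536-well plates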
# TRPM1 prom inh = reduces MITF-dependent TRPM1 promoter luciferase signal | SK-MEL-5 TRPM1 promoter luciferase, 24 h | inhibition, % at 12.5 µM | 330,000 tested, 0.83% active | AID 488899;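 active = mean inhibition across replicates of 60% or more, whatever share of single replicates reaches that level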; note: values of inactives mirror those of a sister screen read the other way
# CaV13 ICDI inh = Disruptors of the CACNA1D IQ motif to Ca2+-dependent inactivation inhibitor domain association, primary screening, Förster resonance energy transfer in intact living … | HEK cells, CFP/YFP FRET ICDI-IQ, plate reader, 10 min; percent FRET-ratio fall versus neutral wells | 340,000 tested, 0.098% active | inhibition, % at 12.3 µM;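 active = mean replicate inhibition of at least 30% and at least 1% of replicates passing that level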;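 note: 0% = median of the neutral control wells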
# Cardio protect = modulators protecting cardiomyocytes from myocardial damage; protection from H2O2 cell death, % at 20 µM; AID 588492; H9c2 cardiomyocytes, H2O2 injury protection, ATPLite, 2 h; 360,000 tested, 0.63% active;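 active = compounds giving at least 50% protection of heart cells from peroxide-induced death in the single-dose screen, raw or plate-pattern-corrected value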;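 note: 0% = DMSO wells with peroxide and 100% = DMSO wells without peroxide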
# NR2E3 ag-2 = activates human NR2E3 receptor. CHO-S Gal4-NCOR/VP16-NR2E3 two-hybrid, luciferase. inhibition of corepressor binding, % at 3.98 µM. 360,000 tested, 0.35% active. AID 602229;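 active = inhibition above the mean of all tested compounds plus 3 SD, cut at about 70% in these data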;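 note: 0% = DMSO with NR2E3 transfected cells and 100% = cells lacking NR2E3 construct; higher means lower luciferase signal from less NR2E3 corepressor binding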
# * = called active by the depositor; / = not tested or not shown.
SMILES,hiPSC survival,m5-HT2A agonist,HIF-2a block,Shn3 3UTR inh,Peg3 promoter,PDI turbidity,NR2E3 ag-1,TRPM1 prom inh,CaV13 ICDI inh,Cardio protect,NR2E3 ag-2
CCN(CC)Cc1cc(C(=O)O)c(C)o1,-3.0,1,9,-3,10,2,1,2,-4,-1,-5
Cc1ccccc1OCC(=O)Nc1cccc(Cl)c1C,0.5,-8,-98,-6,-41,-9,1,-7,-6,1,3
Cc1nccn1CCC(=O)NC1CCCc2c1cnn2-c1ccc(C(C)(C)C)cc1 (stereo not drawn),-0.9,-3,-10,29,4,-2,/,/,-11,-14,33
CC(C)Cn1nc(NC(=O)c2cccs2)c2cc3ccccc3nc21,-0.3,5,6,8,4,3,1,-12,-21,0,-14
CC(OCC(O)CN1CCN(S(=O)(=O)c2ccc(Cl)cc2)CC1)c1ccc(Cl)cc1 (stereo not drawn),-1.1,6,-1,42,25,3,/,/,-14,-25,51
O=C(CSc1ccc(-c2cccnc2)nn1)Nc1ccc(Br)cc1,-0.4,-2,-20,21,-29,8,5,6,-6,-1,13
CC1=C(C(=O)OC2CCCCCCC2)C(c2ccc(O)cc2)NC(=O)N1 (stereo not drawn),0.3,2,9,14,18,-1,-2,11,-8,-7,-14
O=[N+]([O-])c1ccccc1S(=O)(=O)Nc1ccc(S(=O)(=O)N2CCOCC2)cc1,-0.1,-1,3,-10,11,-4,6,15,-4,-3,-7
CCCn1c(N)c(C(=O)CSc2nc(C)nc3sc(C)c(C)c23)c(=O)[nH]c1=O,-0.3,0,14,8,-2,-2,-4,16,-6,-5,3
COc1ccc(N2CCN(c3oc(Cc4ccccc4)nc3C#N)CC2)cc1,1.4,-8,3,-2,20,-6,2,4,-4,-2,-41
COc1ccc(S(=O)(=O)N2CCOC2CNC(=O)C(=O)NCCN(C)C)cc1 (stereo not drawn),0.3,1,15,39,19,-1,1,10,/,1,-31
COc1ccc(CNC(=O)CCNC(=O)N2CCn3c2nc2ccccc23)cc1,-0.5,9,5,-9,8,-10,-4,-4,-5,-3,-8
CCCn1c(SCC(=O)c2c(N)n(C3CC3)c(=O)[nH]c2=O)nnc1-c1ccncc1,-0.3,-4,-4,-4,-5,3,1,1,-6,4,-22
CNC(=S)N(Cc1ccc(OC)cc1)Cc1cc2ccc(C)cc2[nH]c1=O,-0.4,5,11,12,10,2,6,-8,-3,-4,18
COc1cccc(-n2cc(CNCc3cn(C)nc3-c3ccccc3F)cn2)c1,-0.4,30*,-3,12,6,-2,-6,-7,1,-13,-10
O=C(CN(Cc1ccco1)C(=O)CNS(=O)(=O)c1ccc(Cl)cc1)NC1CCCCC1,-4.3,3,12,-15,8,-2,-1,12,/,-4,7
Cc1cc(Cl)ccc1OCC(=O)N(Cc1ccco1)c1c(N)n(Cc2ccccc2)c(=O)[nH]c1=O,0.7,6,9,-3,3,14,/,-8,-2,4,13
COc1ccc(C2C(C(N)=O)=C(C)Nc3ncnn32)cc1 (stereo not drawn),-3.0,2,17,-1,-2,1,-1,-2,-3,-1,2
COc1cc(/C=C(\C#N)C(=O)Nc2cc(C(F)(F)F)ccc2Cl)ccc1OCC(=O)Nc1cccc(C(F)(F)F)c1,-1.1,2,2,-17,8,-6,6,10,-15,1,22
O=C(Nc1nccs1)c1cc(Cl)nc2ccccc12,-0.1,-1,-3,-6,15,-2,-3,2,-5,-3,-11
COc1ccc2[nH]c3c(=O)n(Cc4ccc(C(=O)N5CCCCCC5)cc4)c(=S)[nH]c3c2c1,2.0,-2,2,10,-14,6,0,-11,-7,2,-3
COc1cc(CNc2ccc3[nH]c(=O)[nH]c3c2)ccc1OCc1cccc(C)c1,-0.6,-6,-96,-2,-90,4,-3,-12,-19,-4,-130
COC(=O)c1c(C(C)=O)cnc2ccc(Br)cc12,-0.5,4,8,-9,10,1,8,-9,/,9,-5
O=C(Nc1ccc(Cl)c(Cl)c1)OCCNC(=O)c1cccc(Cl)c1,0.3,-4,3,14,24,0,2,-8,0,-27,8
CCc1cc(OCCN2C(=O)NC(C)(C)C2=O)ccc1Cl,-0.2,-4,13,-4,12,-2,1,5,/,0,7
NC(=O)C1=C[C@@H](c2ccc(Br)cc2)C[C@@H](OCc2ccc(CO)cc2)O1,-2.6,-4,-6,3,-1,0,-1,-4,-4,-5,-14
COCCCNC(=S)NNC(=O)c1ccccc1Br,2.4,2,5,-9,0,0,3,-1,-5,-3,-7
CCOc1ccccc1NC(=O)c1oc2ccccc2c1NC(=O)C1CC1,-0.5,-4,3,-4,5,-4,3,6,-6,7,7
Cc1cc(=O)n(Cc2ccccc2)c(O)c1C#N,-0.8,-7,18,10,14,10,2,14,-6,0,8
CC(NC(=O)c1cccc(S(=O)(=O)N2CCN(C)CC2)c1)c1ccc(Cl)cc1Cl (stereo not drawn),0.1,0,-3,25,18,-1,1,5,-2,-7,-1
CCOC(=O)c1sc2c(c1C)c(=O)n(Cc1ccccc1)c(=O)n2CCN(C)C,-0.5,2,-5,12,15,-1,3,-3,-18,2,14
COc1ccc(C(O)P(=O)(OCCC(C)C)c2ccc(N(C)C)cc2)cc1OC (stereo not drawn),-0.7,2,12,1,-7,10,0,4,-4,2,0
O=C(N/N=C/c1cc(Cl)ccc1O)c1cccnc1,-0.5,-8,-12,85,40,2,1,39,-16,45,-20
O=C(NC1CCCCC1)c1sc(=S)n2c1[nH]c(=O)c1ccccc12,0.0,10,4,-4,29,1,1,5,-4,-12,2
Cc1ccc(C)c(N(CC(=O)NCCC2=CCCCC2)S(C)(=O)=O)c1,-4.5,-7,15,0,8,-5,1,4,-5,-6,-9
O=C1NC(=O)C(=Cc2ccc(Cl)c(Cl)c2)S1,4.2,-2,-250,-6,-183,-15,/,-33,-6,-20,41
OCCN(Cc1ccccc1)Cc1nc(CC2CC2)no1,-0.8,0,2,5,3,1,2,-4,-7,-5,-27
O=C(c1ccc(CS(=O)Cc2ccccc2Cl)o1)N1CCN(c2ccccn2)CC1 (stereo not drawn),0.0,-4,-1,-33,24,5,1,-4,-8,20,6
CCO[C@H]1OC(C(N)=O)=C[C@@H](C)[C@@H]1CCCO,-3.6,7,13,1,-13,1,-2,-5,-5,13,-2
CCCc1nc2ccc(C(=O)OC)cn2c1Cc1cccc(F)c1,1.1,12,-23,1,-7,/,/,/,-7,-1,26
COc1ccc(COC(=O)c2ccc(C)c(S(=O)(=O)N3CCOCC3)c2)cc1F,0.3,-2,-9,6,11,-2,1,-7,-6,-8,10
O=C(CCc1nnc(Cc2cccc(C(F)(F)F)c2)o1)NCC(F)(F)F,0.0,0,-41,1,-18,-3,-2,-5,9,7,-5
Cc1nc(SCC(=O)c2cccs2)c2oc3ccccc3c2n1,-1.0,6,-264,-19,-253,-1,3,-70,-5,8,-101
COc1ccc(CC(=O)Nc2ccc(F)c(S(=O)(=O)N3CCOCC3)c2)cc1,8.4,12,9,-4,3,9,/,5,-2,1,-5
O=C(CSc1nnc(-c2cccnc2)n1Cc1ccco1)c1ccccc1,-0.4,-3,-4,10,2,5,0,13,-11,50*,-9
CCOC(=O)C1CCCN(C(=O)CS(=O)(=O)Cc2ccccc2)C1 (stereo not drawn),1.2,-1,6,-6,-2,-1,-1,4,-6,1,0
CC(=O)c1sc(NC(=O)c2ccccc2C)nc1C,-2.0,-2,-143,-18,-118,8,-1,-65,-9,-8,-41
CC(C)(Oc1ccc(Cl)cc1)C(=O)NCc1ccc(S(N)(=O)=O)cc1,-2.9,-1,18,-37,6,-9,3,36,0,-2,3
COCCCNC(=S)N1CCC(C(=O)c2ccc(Cl)cc2)CC1,-0.6,-2,15,25,13,-1,1,7,-22,-9,-3
Cc1c(C)c2ccc(OCC(=O)N[C@@H](Cc3c[nH]c4ccccc34)C(=O)O)cc2oc1=O,-0.4,6,19,-6,20,/,1,5,/,5,-16
CCn1c(SCc2nc3ccccc3[nH]2)nnc1-c1ccncc1,2.5,5,-11,0,-42,24,0,6,/,11,10
Cc1ccc(-c2cc(C)nc3ncnn23)cc1,1.7,-1,-8,-2,7,/,-2,10,-12,0,-16
c1ccc(-n2ncc3c(NCc4ccco4)ncnc32)cc1,-1.3,-1,-267,-62,-194,0,3,-39,-5,-7,-97
Cc1ccc(NC(=O)c2ccccc2[N+](=O)[O-])nc1,3.5,-5,-22,16,-5,3,2,-22,-3,3,-11
CN(Cc1ccccc1)c1oc(-c2ccco2)nc1C#N,-0.9,-3,-17,5,-7,8,3,-6,/,-2,0
O=[N+]([O-])c1ccccc1S(=O)(=O)N1CCN(c2ccccn2)CC1,-0.5,-3,6,16,8,0,5,1,-11,0,11
CC1(C)N(O)CC(c2cccs2)=[N+]1[O-],0.2,6,-13,3,-3,4,-1,5,-8,-1,-11
O=C(NC1CCN(CC(=O)N(c2ccccc2)c2ccccc2)CC1)c1ccc([N+](=O)[O-])cc1,0.7,1,1,38,21,-4,1,0,1,1,12
OCC1(CC2CCCCO2)CCN(C/C=C/c2ccccc2)CC1 (stereo not drawn),1.9,-5,12,-2,3,0,3,7,-5,8,-21
Cc1cccc(OCC(=O)Nc2ccc(C(=O)NCC(C)C)cc2)c1,-0.5,-4,9,11,9,5,2,3,-4,-8,-9

# Some of these compounds in order of SMILES length, low to high:
SMILES,hiPSC survival,m5-HT2A agonist,HIF-2a block,Shn3 3UTR inh,Peg3 promoter,PDI turbidity,NR2E3 ag-1,TRPM1 prom inh,CaV13 ICDI inh,Cardio protect,NR2E3 ag-2
Cc1cccc(OCC(=O)Nc2ccc(C(=O)NCC(C)C)cc2)c1,-0.5,-4,9,11,9,5,2,3,-4,-8,-9
Cc1c(C)c2ccc(OCC(=O)N[C@@H](Cc3c[nH]c4ccccc34)C(=O)O)cc2oc1=O,-0.4,6,19,-6,20,/,1,5,/,5,-16
O=C(NC1CCN(CC(=O)N(c2ccccc2)c2ccccc2)CC1)c1ccc([N+](=O)[O-])cc1,0.7,1,1,38,21,-4,1,0,1,1,12

# Next records follow.
SMILES,hiPSC survival,m5-HT2A agonist,HIF-2a block,Shn3 3UTR inh,Peg3 promoter,PDI turbidity,NR2E3 ag-1,TRPM1 prom inh,CaV13 ICDI inh,Cardio protect,NR2E3 ag-2
O=C(O)c1ccc(-n2c(-c3cc(-c4ccco4)[nH]n3)n[nH]c2=S)cc1,0.4,-1,22,10,4,15,0,0,-6,9,-27
CC(C)c1ccccc1NC(=S)NN(Cc1ccccc1)c1ccccc1,-1.9,-2,10,-7,35,6,2,3,-4,-3,-3
COc1ccc(S(=O)(=O)N2CCCCCC2)cc1C(=O)N1CCN(c2ccccc2O)CC1,0.4,-2,5,13,14,14,-2,3,-6,3,-25
CC(C)C(=O)Nc1nc(-c2ccc([N+](=O)[O-])cc2)cs1,-0.5,-2,-278,-25,-242,5,4,-17,0,0,-66
CC1CC(C)CN(CCCNC(=O)c2ccc3nc(N4CCCCC4)sc3c2)C1 (stereo not drawn),-4.6,-4,-182,-52,7,10,2,/,-5,0,-58
